# EP2 mod: modulators of human EP2 prostaglandin E2 receptor; P43116; EP2-expressing cells, cAMP HTRF FRET, PGE2 co-stimulation; induction, % at 25 µM; hit rate 0.83% among 260,000; AID 940;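 active = compounds whose cAMP rise, as percent of the full-agonist control response, exceeds 60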;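 note: rat C6 glioma line stably carrying human EP2 under a CMV promoter; the protocol text gives 20 µM as final concentration; 100% = response of wells given 1 µM PGE2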
# Target sequence (P43116 whole entry, looked up): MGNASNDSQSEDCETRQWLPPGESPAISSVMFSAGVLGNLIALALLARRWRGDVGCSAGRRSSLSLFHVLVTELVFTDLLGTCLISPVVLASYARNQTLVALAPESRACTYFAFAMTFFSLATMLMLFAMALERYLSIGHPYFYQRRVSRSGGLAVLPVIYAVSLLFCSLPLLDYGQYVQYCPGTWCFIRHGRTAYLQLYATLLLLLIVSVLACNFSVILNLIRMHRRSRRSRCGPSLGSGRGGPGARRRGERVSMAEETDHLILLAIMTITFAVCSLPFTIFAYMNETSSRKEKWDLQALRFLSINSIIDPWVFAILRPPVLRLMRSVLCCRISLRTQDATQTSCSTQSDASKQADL
# PGE2 EP2 inh: blocks the human prostaglandin E2 receptor EP2; P43116; C6 glioma cells expressing human EP2, cAMP TR-FRET; cells stimulated with saturating PGE2; inhibition, % at 25 µM; hit rate 0.52% among 260,000; AID 1422;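 active = percent inhibition above 40 after rounding to a whole number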;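 note: rat C6 glioma host cells with rolipram phosphodiesterase inhibitor present; the protocol text gives 20 µM as final concentration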
# The depositor's hits bear a star; & = joins results of further samples. Some of the compounds tested; count on the stated rates, not on these rows.
# Start of the listing, in advance, two compounds:
SMILES,EP2 mod,PGE2 EP2 inh
CC(C)n1cc(C(=O)N2C[C@H](C(=O)O)[C@@H](c3ccc(F)cc3)C2)cn1,2.0,7.6
NC1=NCCN1CC(=O)O,-11.1,10.4

# All compounds of this part (from the top)
SMILES,EP2 mod,PGE2 EP2 inh
CC(C)n1cc(C(=O)N2C[C@H](C(=O)O)[C@@H](c3ccc(F)cc3)C2)cn1,2.0,7.6
NC1=NCCN1CC(=O)O,-11.1,10.4
O=C(Nc1ccc2[nH]ncc2c1)/C(=C/c1ccco1)NC(=O)c1ccccc1,25.5,6.9
COc1ccccc1N1CCN(C(c2nnnn2Cc2ccc(F)cc2)C(C)C)CC1 (configuration not stated),-14.3,6.3
O=[N+]([O-])c1ccc2c(c1)Cc1cc(N=Cc3ccc4c(c3)OCO4)ccc1-2,-25.9,50.8*
O=C(CSc1nnnn1-c1cccc2c1CCCC2)NCc1cccs1,-70.4,18.4
CCCCS(=N)(=O)CCC(N)C(=O)O (configuration not stated),15.9&-15.5,10.0&16.8
Cc1ccc(C(O)CN2CCC3(CC2)CC(O)c2cc(C)c(C)cc2O3)cc1 (configuration not stated),-45.4,9.0
CCC(=O)NNC(=O)CSc1nc(C2CCCCC2)nc2sc(C)c(C)c12,14.2,10.9
CCC(C)(C)NC(=O)CN(C(=O)c1snc(C(N)=O)c1N)c1ccc(OC)cc1,-68.1,7.4
COc1ccc2cc(C#N)c(N3CCN(C4CCCC4)CC3)nc2c1,17.2,7.9
CCC(CC)c1nnc(NC(=O)c2cc(Cl)ccc2Cl)s1,-24.8,8.9
COc1ccc(OC)c(-c2csc(NC(=O)c3c(C)nn(-c4ccccc4)c3Cl)n2)c1,-15.0,16.3
N#Cc1c(-c2ccc(Cl)cc2)cc(-c2ccco2)[nH]c1=O,10.7,6.5
Cc1oc(C2CC2)cc1C(=O)N[C@@H](C)Cn1nnc2ccccc21,-4.2,5.6
COc1ccc2nc3c(cc2c1)CN(CC1CCCO1)C(=O)C(C)O3 (configuration not stated),-51.2,10.4
CCOc1cc2c(cc1CN1CCC(O)(c3ccccc3F)CC1)OCO2,-75.6,2.6
CCOc1ccc2[nH]cc(C(=O)N3CCCCC3)c(=O)c2c1,-19.3,5.1
COCCCn1c(SCC(=O)Nc2cc(C)ccc2C)nnc1-c1ccoc1C,11.8,10.4
COCCN(C(=O)C1CCC1)c1nnc(-c2ccc(C(C)(C)C)cc2)s1,36.4,8.8
Cn1c(CO)nc2ccccc21,-7.6,11.5
CCN(CC)S(=O)(=O)c1ccc(S(=O)(=O)N2CCCCCC2)cc1,-15.8,11.5
CCC(c1nnnn1Cc1ccco1)N(Cc1cc2cc(OC)ccc2[nH]c1=O)CC1CCCO1 (configuration not stated),0.8,1.8
Cc1ccc(-c2nn3c(C)nnc3s2)cc1NC(=O)c1ccc2ccccc2c1,-7.5,6.5
COc1cccc(CNC(=O)CN2CCC(n3cnc4cccnc43)CC2)c1,-33.0,0.0
NC(=O)c1ccc[n+]([C@@H]2O[C@H](COP(=O)([O-])OP(=O)(O)OC[C@H]3O[C@@H](n4cnc5c(N)ncnc54)[C@H](O)[C@@H]3O)[C@@H](O)[C@H]2O)c1,34.9,10.2
COc1ccc(Cc2nnc(SCC(=O)Nc3ccc(S(=O)(=O)N(C)C)cc3)o2)cc1,-59.0,5.5
COc1ccc(-n2nc3ccc(NC(=S)NC(=O)c4cccs4)cc3n2)cc1,-4.1,14.1
O=C(NCCn1cccn1)c1ncoc1-c1ccc(F)cc1,-50.4,6.1
CC(C)OC(=O)c1sc2nc3c(cc2c1N)CCC3,-41.0,11.0
COc1ccc(-c2cc(C(F)F)n3ncc(C(=O)N4CCC(C(N)=O)CC4)c3n2)cc1,-4.8,6.7
CCOc1ccc(NC(=S)N(CCN(C)C)Cc2cc3cc(C)ccc3[nH]c2=O)cc1,-60.1,8.8
CCOc1ccc2[nH]c(=O)c(CN(CC3COCCO3)C(=O)c3ccc(F)cc3)cc2c1 (configuration not stated),-5.3,9.2
NNC(=O)C(=O)N1CCCC1,9.3,8.4
O=C(OC1CCS(=O)(=O)C1)c1ccccc1 (configuration not stated),-31.4,4.4
Cc1cc(C)cc(N(CC(=O)N2CCCC2)S(C)(=O)=O)c1,-8.7,4.5
Cc1nn(Cc2ccccc2)c(C)c1CN1CCc2nc(N3CCCCCC3)[nH]c(=O)c2C1,-46.8,3.6
COc1cc(C(=O)Nc2ccc(N3CCCCC3)cc2)cc(OC)c1OC,-9.4,9.6
CC(C)c1nc(SCC(=O)Nc2nc(C(C)(C)C)cs2)c2ccccc2n1,39.1,9.4
O=S(=O)(c1ccc(S(=O)(=O)N2CCN(c3ccccc3F)CC2)cc1)N1CCCC1,-110.7,10.8
CN(C)C(=O)Cn1c(=O)n(C)c2ncccc21,8.7,5.3
CCOc1ccc(C(O)CN2CCC(O)(c3ccccc3F)CC2)cc1 (configuration not stated),-56.1,5.3
COc1ccc(CCN(Cc2cc3cc(C)ccc3[nH]c2=O)Cc2nnnn2C(C)(C)C)cc1OC,12.1,13.2
C=CCNC(=O)C1CC(c2c(F)cccc2Cl)=NO1 (configuration not stated),-11.9,8.5
COc1cccc(NC(=O)CSc2nnc(-c3ccc(C)cc3)n2C)c1,8.2,7.2

# Looked up above:
# Result for O=C(OC1CCS(=O)(=O)C1)c1ccccc1 (configuration not stated) under EP2 mod: -31.4
# Result for COc1cc(C(=O)Nc2ccc(N3CCCCC3)cc2)cc(OC)c1OC under PGE2 EP2 inh: 9.6
# Result for CCOc1ccc(C(O)CN2CCC(O)(c3ccccc3F)CC2)cc1 (configuration not stated) under PGE2 EP2 inh: 5.3
# Result for Cc1cc(C)cc(N(CC(=O)N2CCCC2)S(C)(=O)=O)c1 under EP2 mod: -8.7

# Carrying on.
SMILES,EP2 mod,PGE2 EP2 inh
O=C(CSc1nc2ccccc2c(=O)[nH]1)N1CCc2ccccc2C1,-68.4,6.3
CN(C)c1ncc(CN(Cc2ccc(F)cc2)C2CC(C)(C)NC(C)(C)C2)cn1,21.3,14.4
COc1cc(OC)c(-c2nc(-c3ccccc3)no2)cc1OC,20.4,7.6
Cc1cccc2cc(CN(Cc3cccs3)C(=S)NC(C)c3ccccc3)c(=O)[nH]c12 (configuration not stated),10.8,10.6
COc1ccc(CNC(=O)C2C3CCC4(CN(CCc5ccccc5)C(=O)C24)O3)cc1 (configuration not stated),-23.6,8.2
Cc1cc(C(=O)CSC(=S)SC(C)(C)C)ccc1Cl,-11.8,19.4
COc1ccc(NC(=O)c2ccc3c(c2)CCN3S(C)(=O)=O)cc1,-21.2,8.7
Cc1cccc2cc(CN(C(=O)C3CC3)C3CCCCC3)c3nnnn3c12,-8.6,2.8
O=C(CN1CCC(n2nnc3cc(C(F)(F)F)ccc32)CC1)Nc1cc(Cl)ccc1Cl,0.1,7.2
O=C(NCCCO)C1CCN(S(=O)(=O)c2ccc(Cl)cc2)CC1,-1.7,31.0
CC1(C)Cc2ccccc2-c2nnc(SCC(=O)OC3CCCCC3)n21,-39.9,10.3
CCn1ncc(CN(C)C(=O)c2cnn3c(C(F)F)cc(-c4ccc(C)cc4)nc23)c1C,-17.5,5.1
Cc1cc2sc(C)[n+](CCCOS(=O)(=O)O)c2cc1C,-12.8,10.2
Cc1ccc2c(c1)nnn2C1CCN(S(=O)(=O)c2ccccc2Cl)CC1,-74.8,33.9
CC(=O)NNC(=O)c1c(O)c2ccccc2n(C)c1=O,0.4,15.2
Cc1ccc(S(=O)(=O)NC(=O)OC23COCN2COC3)cc1,-11.4,10.3
CC1CCCC(C)N1C(=O)CSc1nnc(-c2ccccc2)n1C (configuration not stated),-2.3,5.1
CC(C)N(CC(=O)O)CC(=O)O,-0.6,9.9
CC(C)C(NC1C=CS(=O)(=O)C1)C(=O)N[C@@H]1CCC(=O)N[C@H]1[C@@H]1CC=CCC1 (some centres not stated),-7.5,1.9
N=C1C=CC(=C(c2ccc(N)cc2)c2ccc(N)cc2)C=C1,-26.3,6.0
CCOC(=O)C1CCN(C(=O)CN(c2cc(Cl)ccc2Cl)S(C)(=O)=O)CC1,-9.9,6.5
Cc1ccc(S(=O)(=O)N[C@H](CN)C(=O)O)cc1,-0.5,11.4
CC(=O)N1CCN(c2ncnc3c2nnn3Cc2ccccc2)CC1,9.5,6.2
COc1cc(CN2CCN(S(=O)(=O)c3ccc4ccccc4c3)CC2)cc(OC)c1OC,-15.1,5.4
COc1cc(OC)cc(C(=O)Nc2nc3c(s2)Cc2cc(OC)ccc2-3)c1,-76.4,14.6
COc1ccccc1N1C(=O)c2ccccc2NC1c1cc(OC)c(OC)c(OC)c1 (configuration not stated),-8.2,9.5
CC(=O)c1ccccc1OCC(O)Cn1cnc2cc(C)c(C)cc21 (configuration not stated),-55.2,12.7
O=C(c1ccc2c(c1)C1C3CCC(C3)C1C(c1ccccc1)N2)N1CCCC1 (configuration not stated),55.2,29.6
Cc1cc(C)c2cc(C#N)c(SCC(=O)Nc3c(C)cccc3C)nc2c1,12.1,14.1
c1ccc(CCc2cccnc2)nc1,74.4*,12.5
CC1Cc2ccccc2N1C(=O)c1cc2n(n1)C(C(F)(F)F)CC(c1ccco1)N2 (configuration not stated),33.4,8.4
CCCN(CC)c1nc2c(C)cccn2c(=O)c1/C=C1\SC(=S)N(CCCOC)C1=O,23.0,19.5
O=C(Nc1ccccc1N1CCOCC1)c1ccc2ccccc2c1,19.5,9.0
Cc1cc2c(cc(C(=O)OC(C)C(=O)NC3CCCC3)n2C)s1 (configuration not stated),-40.7,6.4
COc1cc(C)cc2nc3ccccc3n12,-28.5,17.5
COc1ccc(Cn2c(C3CC3)nc3ccc(NC(=O)C4CCCCC4)cc3c2=O)cc1,-45.3,10.1
N#Cc1c(SCC(=O)O)nc2c(c1-c1cccnc1)CCC2,54.1,22.4
COc1ccc(-c2cc(C(F)(F)F)nc(SCC(=O)NCc3ccccn3)n2)cc1OC,4.2,12.7
Cc1ccc(S(=O)(=O)N2CCC(C(=O)NC(C)(C)C)CC2)cc1Cl,-40.0,14.1
COc1cc(OC)cc(C2C(C#N)=C(N)Oc3n[nH]c(-c4cccs4)c32)c1 (configuration not stated),-4.9,9.6
CC(C)(C)c1ccc(CSc2n[nH]c(=O)[nH]c2=O)cc1,-39.1,9.7
COc1ccc2[nH]c(=O)c(CN(Cc3ccco3)C(=S)NC(C)c3ccccc3)cc2c1 (configuration not stated),-11.7,17.3
COc1ccc(C2(C(=O)N3CCC4(CC3)NC(=O)c3ccccc3N4)CC2)cc1,-21.1,4.5
Cc1c(Cl)c([N+](=O)[O-])nn1Cc1ccc(C(=O)O)o1,-7.0,10.2
COc1cc(C)c(S(=O)(=O)N2CCCC(C)C2)cc1C (configuration not stated),13.9,8.2
NC(=O)N/N=C/c1ccc([N+](=O)[O-])o1,-4.0,13.4
CCN(CC)c1ccc(-n2nc3cc(C)c(NC(C)=O)cc3n2)cc1,-95.3,10.2
O=C(CSC1=NC(c2ccco2)CC(C(F)(F)F)N1)NCc1ccc(F)cc1 (configuration not stated),-68.9,12.2
Cc1cccc2cc(CN(Cc3ccccc3)C(=O)C3CCC3)c3nnnn3c12,5.4,9.6
COc1cc(Cl)cc(Cl)c1C1C(C#N)=C(N)OC2=C1C(=O)CC(C)(C)C2 (configuration not stated),31.8,13.8
COc1ccccc1CCCNC(=O)c1sc(N2CCOCC2)nc1C,-110.0,4.1
CN1CCN(C(=O)CCSc2nc(-c3ccc4c(c3)OCO4)cc(C(F)(F)F)n2)CC1,-61.7,7.7
Cc1ccc2cccc(NC(=S)NC(=O)c3ccco3)c2n1,2.6,11.9
Nc1cccc2cc3ccccc3nc12,-109.2,21.8
COc1ccc(C2(C(=O)NCc3nc(-c4ccc(C)cc4)n[nH]3)CC2)cc1,-77.0,6.0
N#Cc1ccc(NC(=O)CNCCN2CCOCC2)cc1,1.7,13.3
COCCNC(=S)N1CCC(NC(=O)NC23CC4CC(CC(C4)C2)C3)CC1,-22.3,7.0
CC(=O)Nc1ccc(S(=O)(=O)Nc2ccc([N+](=O)[O-])cc2)cc1,-11.8,9.9
C=CCn1c(Cc2ccccc2)nnc1SCC(=O)NC1CCCCC1,3.6,5.9
COc1ccccc1NC(=O)CSc1nnc(-c2ccc(Cl)cc2)n1C,-32.8,4.8
# Later entries:
SMILES,EP2 mod,PGE2 EP2 inh
COc1ccc(C2(NS(=O)(=O)c3ccc4c(c3)c(=O)n(C)c(=O)n4C)CC2)cc1,-42.3,7.0
CCNC(=S)N(Cc1cccnc1)Cc1cc2cc(OC)ccc2[nH]c1=O,-3.2,28.5
O=C(COC(=O)c1cccs1)Nc1ccc(F)cc1,-15.6,6.2
CCOC(=O)c1c(NC(=O)CS)sc2c1CCCC2,14.0,9.8
COCCNC(=S)N(Cc1ccc(OC)cc1)Cc1cc2ccc(C)cc2[nH]c1=O,-42.8,17.1
CCC(=O)Nc1ccc(NC(=O)CCn2nnc3ccccc32)cc1,-31.2,8.0
O=Nc1c(-c2c(O)[nH]c3ccccc23)[nH]c2ccccc12,-7.7,14.9
CC(NS(=O)(=O)c1ccc(OCC(=O)N2CCCC2)cc1)c1ccccc1 (configuration not stated),1.8,7.3
Cc1cc(NC(=O)c2cc3nc(-c4ccco4)cc(C(F)(F)F)n3n2)c2ccccc2n1,-61.8,35.3
COc1cc(-c2nc3ccc(C)cn3c2NCC2CCCO2)ccc1O (configuration not stated),-6.4,10.6
CC(Sc1nnc(-c2ccc(C(C)(C)C)cc2)o1)C(=O)O (configuration not stated),8.2,13.6

# Full records from above.
# Profile of CC(Sc1nnc(-c2ccc(C(C)(C)C)cc2)o1)C(=O)O (configuration not stated) → EP2 mod: 8.2; PGE2 EP2 inh: 13.6
# Profile of CCOC(=O)c1c(NC(=O)CS)sc2c1CCCC2 → EP2 mod: 14.0; PGE2 EP2 inh: 9.8
# Profile of CC(NS(=O)(=O)c1ccc(OCC(=O)N2CCCC2)cc1)c1ccccc1 (configuration not stated) → EP2 mod: 1.8; PGE2 EP2 inh: 7.3

# Screening data: PubChem BioAssay, Emory University Molecular Libraries Screening Center
